From PubChem BioAssay
CFTR F508del cor – correctors of CFTR F508del function in bronchial epithelial cells | activity (quench increase), % at 7.58 µM | 0.36% of 350,000 active | CFBE cells, YFP halide quenching; stimulated with forskolin plus potentiator P3; % fluorescence drop versus neutral controls;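 active means mean added fluorescence quench of at least 8% versus neutral control, with both replicates also reaching 8%; inconclusive means only one of the mean or replicate conditions met; inactive means mean below 8% and not both replicates reaching 8%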;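 further: cells transiently co-express mutant CFTR-F508del with the halide-sensitive YFP; corrector assay measuring rescue of mutant channel to the surface after 24 h compound exposure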
Casp6 inh – caspase-6 (human) enzyme inhibition | P55212 | purified caspase-6, Z-VEID-R110 cleavage fluorescence | inhibition, % at 12.5 µM | 0.53% of 350,000 active | AID 686996;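 active means mean inhibition across replicates at least about 35%, with every replicate also reaching that limit, limit read from the data; inconclusive means only one of the two criteria met; inactive means neither criterion met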;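 further: 0% = median of neutral control wells and 100% = no fluorescence left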
ERp5 inh – inhibitors of human ERp5; AID 651711; 0.05% of 350,000 active; inhibition, % at 9.99 µM; ERp5 insulin aggregation, absorbance 650 nm, 90 min; Q15084;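 active means mean replicate inhibition above about 25%, with every replicate also reaching it, limit read from the data, passing the limit was not always enough; inconclusive means only one of those two criteria met; inactive means neither criterion met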
miR-122 sensor – inhibitors of miR-122 in Huh7 cells; activation (reporter increase), % at 12.5 µM; AID 602342; 0.3% of 340,000 active; Huh7 miR-122 Renilla luciferase sensor, 48 h; neutral wells = 0, positive control = 100;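 active means mean replicate activation score at least 90 and every replicate individually at or above 90; inconclusive means only one of the two criteria met; inactive means neither criterion met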;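 further: higher luciferase means less miR-122 activity so hits act as miR-122 inhibitors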
SIRT5 block – blocks human SIRT5 desuccinylation of peptide | Q9NXA8 | Purified SirT5, succinyl-peptide AMC, trypsin-coupled fluorescence | inhibition, % at 15 µM | 1.1% of 330,000 active | AID 652115; in the data active means inhibition above about 15%; inconclusive means no clear call, values can overlap the other calls
ERAP1 HTS inh – blocks human ERAP1 aminopeptidase activity; recombinant ERAP1, Leu-AMC fluorescence, 60 min; inhibition, % at 10.7 µM; 0.15% of 340,000 active; AID 652197;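 active means mean replicate inhibition of at least 30%, or all replicates individually reaching that 30% level; inactive means mean below 30% and not every replicate reaching it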;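 further: 0% = neutral control wells and 100% = L-leucinethiol positive control wells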
Target sequence (Q9NZ08 whole entry, looked up): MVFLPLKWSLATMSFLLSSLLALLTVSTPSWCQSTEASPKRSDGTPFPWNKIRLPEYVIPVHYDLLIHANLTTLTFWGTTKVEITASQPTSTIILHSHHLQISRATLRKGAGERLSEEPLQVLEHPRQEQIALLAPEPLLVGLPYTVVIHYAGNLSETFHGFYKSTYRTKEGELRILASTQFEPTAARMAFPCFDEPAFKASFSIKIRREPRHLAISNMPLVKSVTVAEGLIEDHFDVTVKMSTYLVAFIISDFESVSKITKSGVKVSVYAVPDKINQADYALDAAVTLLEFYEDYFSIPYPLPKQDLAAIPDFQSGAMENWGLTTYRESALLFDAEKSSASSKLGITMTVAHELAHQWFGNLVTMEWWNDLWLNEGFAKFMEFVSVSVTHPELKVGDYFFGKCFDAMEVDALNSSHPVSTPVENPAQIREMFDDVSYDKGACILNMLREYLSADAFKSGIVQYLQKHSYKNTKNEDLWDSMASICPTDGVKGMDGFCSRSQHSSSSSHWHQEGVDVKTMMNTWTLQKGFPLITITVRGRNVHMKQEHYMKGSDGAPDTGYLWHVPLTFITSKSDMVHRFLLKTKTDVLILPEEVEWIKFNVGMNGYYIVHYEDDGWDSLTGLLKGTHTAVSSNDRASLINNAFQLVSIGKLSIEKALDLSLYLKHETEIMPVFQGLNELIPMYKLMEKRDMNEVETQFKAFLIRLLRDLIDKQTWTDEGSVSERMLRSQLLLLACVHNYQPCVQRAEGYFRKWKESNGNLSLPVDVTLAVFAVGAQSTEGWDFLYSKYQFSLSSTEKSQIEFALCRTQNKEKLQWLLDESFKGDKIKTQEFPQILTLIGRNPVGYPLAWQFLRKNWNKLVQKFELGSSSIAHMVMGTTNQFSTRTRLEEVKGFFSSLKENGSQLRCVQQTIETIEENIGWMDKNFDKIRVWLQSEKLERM
DENV2 CPE rescue – protects cells from dengue virus 2 cytopathic effect; AID 651640; DENV2-infected cells, cytopathic effect rescue, plate reader; 1.7% of 350,000 active; CPE inhibition, % at 9.99 µM; in the data active means CPE inhibition above about 20%, passing the limit was not always enough; inconclusive means no clear call, values can overlap the other calls; tested in BHK-21 cells;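 further: 0% = median of neutral control wells and 100% = median of positive control wells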
Starred values were filed as active, the others as inactive; ? = inconclusive; . = no result given; [ ] = remark or other dose. No enrichment for hits; 4% or so of the library scored in one or more.

Results follow in this order: CFTR F508del cor	Casp6 inh	ERp5 inh	miR-122 sensor	SIRT5 block	ERAP1 HTS inh	DENV2 CPE rescue
O=C(CO/N=C/c1ccc(OC(F)F)cc1)NC1CCCCC1
 : -0.9	-1.8	-2.9	.	-0.1	.	5.3
C[C@H](CO)N1C[C@H](C)[C@H](CN(C)C(=O)Cc2ccncc2)Oc2cc(C#CC3CC3)ccc2S1(=O)=O
 : 0.1	-4.9	-2.7	43.1[16.7 µM]	-0.1	-2.1	0.5
Cc1c(NC(=O)c2ccc(S(=O)(=O)N3CCOCC3)cc2)c(=O)n(-c2ccccc2)n1C
 : -4.5	-1.1	3.4	.	-1.0	.	6.8
C[C@H](CO)N1C[C@H](C)[C@H](CN(C)C(=O)CC2CC2)Oc2cc(C#CC(C)(C)O)ccc2S1(=O)=O
 : -2.4	-1.6	5.3	-8.2[16.7 µM]	18.1*	3.8	10.1
O=C(CCC(=O)OCC(=O)c1ccc(-c2ccccc2)cc1)Nc1cccc2cccnc12
 : .	-1.3	4.9	1.2	-1.2	0.6	.
CCn1c(SCC(=O)Nc2c(C)n(C)n(-c3ccccc3)c2=O)nc2c1c(=O)n(C)c(=O)n2C
 : -1.6	-0.3	3.2	-0.4	-4.3	2.7	-2.6
COCC(=O)N(C)C[C@@H]1Oc2ncc(C#Cc3ccccc3)cc2C(=O)N([C@@H](C)CO)C[C@@H]1C
 : -2.9	-1.7	-0.9	18.2[16.7 µM]	-1.3	0.2	13.9
CCc1nc2ccc(C(=O)N3CCN(C(=O)c4ccco4)CC3)cn2c1N(C=O)Cc1ccc(OC)cc1
 : -0.4	-0.9	0.8	6.6	-3.9	0.0	15.1
NC(Cc1ccc(F)cc1)c1csc(Nc2nncc3ccccc23)n1 (stereo not drawn)
 : -1.6	2.4	2.5	6.1	-2.2	-0.6	-9.3
CCN1CCC(n2nccc2NC(=O)c2ccccc2Cl)CC1
 : -4.3	-3.5	-6.2	-1.9	-12.6	2.3	14.7

Reprinted from the part before: 3 compounds, followed by the next part.
Results follow in this order: CFTR F508del cor	Casp6 inh	ERp5 inh	miR-122 sensor	SIRT5 block	ERAP1 HTS inh	DENV2 CPE rescue
CCc1nc2ccc(C(=O)N3CCN(C(=O)c4ccco4)CC3)cn2c1N(C=O)Cc1ccc(OC)cc1
 : -0.4	-0.9	0.8	6.6	-3.9	0.0	15.1
NC(Cc1ccc(F)cc1)c1csc(Nc2nncc3ccccc23)n1 (stereo not drawn)
 : -1.6	2.4	2.5	6.1	-2.2	-0.6	-9.3
CCN1CCC(n2nccc2NC(=O)c2ccccc2Cl)CC1
 : -4.3	-3.5	-6.2	-1.9	-12.6	2.3	14.7
COc1cccc(CNC(=O)CCCCCn2c(=S)[nH]c3ccc(N4CCOCC4)cc3c2=O)c1
 : .	-3.2	2.8	.	0.8	0.0	8.0
COc1ccc2c3c(n(C)c2c1)[C@@H](CO)N(C(=O)Cc1ccccc1)CC31CCN(C)CC1
 : 0.0	.	3.3	.	.	2.8	-8.1
CCc1cc(=O)[nH]c(SCC(=O)N2CCOCC2)n1
 : -3.2	-4.4	-3.2	-2.0	0.0	-4.9	-9.7
COC(=O)C1=C(C)N(Cc2ccccc2)C(=NCc2ccc3c(c2)OCO3)N[C@H]1c1ccccc1
 : 0.3	7.4	-0.1	-7.7	0.0	-4.1	-1.8
CC(=O)N1N=C(c2ccncc2)CC1c1ccccc1O (stereo not drawn)
 : -0.2	-1.5	-3.0	0.2	-0.4	3.4	18.1
O=C(Cn1ccc(C(F)(F)F)n1)N/N=C/c1ccc(N2CCOCC2)cc1
 : 0.6	-5.5	4.9	.	0.1	-5.8	?
O=C(Nc1ccc2c(c1)[C@H]1C[C@@H](CC(=O)N3CCc4ccccc4C3)O[C@@H](CO)[C@H]1O2)c1cccnc1
 : 0.7	0.7	1.0	6.0[16.7 µM]	-2.5	-0.3	1.8
CC(C)Oc1ccc2ccccc2c1CNC[C@H]1O[C@@H](n2cnc(C(N)=O)n2)[C@H](O)[C@@H]1O
 : 0.2	-3.5	4.3	0.8	-4.1	-6.2	17.0
CCCC[C@@H]1CC2=C(C(=O)OC(C)(C)O2)[C@H](c2ccc(C(C)C)cc2)O1
 : -0.7	0.6	5.0	.	0.4	-1.9	-2.9
O=C(C[C@@H]1C=C[C@@H](NC(=O)Nc2ccc(C(F)(F)F)cc2)[C@@H](CO)O1)NCc1cc(F)cc(F)c1
 : -0.2	1.2	-5.9	.	-0.9	-4.1	7.1
Cc1nc(SCc2ccc(Cl)c(Cl)c2)ncc1C(=O)O
 : 1.8	-1.7	-2.6	.	-0.1	14.7	1.2
COc1cc(C(=O)NCC(=O)OCC(=O)c2cccc3ccccc23)cc(OC)c1OC
 : -3.2	4.4	0.8	.	0.8	-2.6	8.5
COc1cccc(CN2CC(C(=O)NCCc3ccc(C)s3)CCC2=O)c1 (stereo not drawn)
 : -2.4	0.4	-10.9	-6.1	-5.3	-4.4	-4.3
O=C(NCc1ccc(F)cc1)c1cc(C(=O)C2CC2)c[nH]1
 : 0.8	-3.3	0.6	3.7	1.8	0.9	7.2
COCC(C)n1c(C)cc(C(=O)COC(=O)c2cnc(Cl)c(Cl)c2)c1C (stereo not drawn)
 : 2.3	2.4	2.4	.	-2.6	-1.4	7.4
CCCC(c1nnnn1CS(=O)(=O)c1ccc(C)cc1)N1CCN(CC)CC1 (stereo not drawn)
 : -4.5	-0.5	1.2	3.8	-0.1	-3.0	-6.3
C[C@@H]1CN([C@H](C)CO)C(=O)c2cc(NC(=O)Nc3ccc(F)cc3)ccc2O[C@H]1CN(C)Cc1ccc(C(=O)O)cc1
 : 0.7	-0.2	0.4	32.1[16.7 µM]	-3.8	-20.8	-4.8
COc1ccc(NC(=O)Nc2ccc3c(c2)C(=O)N([C@@H](C)CO)C[C@@H](C)[C@@H](CN(C)C)OCCCC[C@@H](C)O3)cc1
 : -2.9	-2.6	1.6	-2.3[16.7 µM]	-0.8	0.0	-5.5
CNC(=O)C(=O)N1CCC2(CC1)OCCN2S(=O)(=O)c1ccc(C)cc1
 : -3.0	5.9	-1.2	-0.7	-4.6	-3.1	-9.9
C[C@@H]1CN([C@@H](C)CO)S(=O)(=O)c2ccc(-c3cccc(F)c3)cc2O[C@@H]1CN(C)S(=O)(=O)c1ccccc1
 : -3.0	-3.3	5.4	-4.4[16.7 µM]	12.0	-2.1	-1.3
CCOC(=O)C1=C(COC(=O)CCOc2cccc(C)c2)NC(=O)NC1C (stereo not drawn)
 : 0.7	0.2	-3.6	-7.8	-2.0	0.3	-1.0
COc1ccccc1C1c2[nH]c3ccccc3c2C[C@H]2C(=O)N(C3CCN(Cc4ccccc4)CC3)CC(=O)N12 (stereo partly drawn)
 : 5.9	2.1	1.6	-6.9	-0.2	-1.3	-3.8
Cc1ccc(-c2n[nH]c(=S)n2/N=C/c2ccc(C(=O)O)cc2)cc1
 : -3.0	-0.6	4.3	-0.4	-3.2	9.4	-0.7
O=C1CSC(=S)N1N=Cc1ccc(OCc2ccccc2)cc1
 : -3.6	-1.0	-7.4	-1.8	0.4	-4.7	-7.5
CC(C)(C)NC(=O)NC(=O)CN1CCN(c2ccc(O)cc2)CC1
 : -0.4	-1.6	2.8	-2.1	0.9	-2.9	.
O=P1(NC2CCCC2)OCC2(CO1)COP(=O)(NC1CCCC1)OC2 (stereo not drawn)
 : 0.1	0.7	-4.8	-2.5	-0.6	0.4	-0.9
O=C(NCCc1c[nH]c2ccccc12)C(=O)c1c[nH]c2ccccc12
 : 1.3	3.0	-4.6	-1.8	2.8	-1.1	-3.8
Cc1cccn2c(=O)c(/C=N/O)c(N3CCOCC3)nc12
 : 0.3	-0.5	-1.9	-4.8	-0.8	7.1	6.7
O=C(Nc1ccc(S(=O)(=O)N2CCCCC2)cc1)C1CCCO1 (stereo not drawn)
 : 1.2	-2.6	-5.9	2.9	0.0	-4.1	-2.1
CC(NC(=S)NCCCN1CCOCC1)C12CC3CC(CC(C3)C1)C2 (stereo not drawn)
 : 0.0	-22.5	-10.2	.	-3.6	-4.8	-5.7
COCCN(C(=O)CSc1nncn1-c1ccccc1)c1c(N)n(Cc2ccccc2)c(=O)[nH]c1=O
 : .	3.9	0.7	.	-3.3	1.6	8.1
CCN(CC(=O)Nc1c(F)cccc1F)C(=O)CCSc1ccc(F)cc1
 : 3.4	3.3	0.3	-5.5	-3.8	0.1	5.5
N#Cc1ccc(S(=O)(=O)N2CCCc3nc(-c4ccc(Br)cc4)ccc32)cc1
 : -0.9	-3.0	-0.7	.	.	-1.6	16.1
COc1ccc(/C=C/C(=O)c2ccoc2)cc1
 : .	8.4	3.5	.	-4.7	-2.0	.
Cn1c(=O)c2c(ncn2CC(=O)Nc2cc(S(=O)(=O)N3CCCCC3)ccc2O)n(C)c1=O
 : 0.0	-2.9	1.5	.	-4.0	-1.6	-1.9
O=C(C1=C(O)C(=O)N(CC2CCCO2)C1c1ccccc1F)c1ccco1 (stereo not drawn)
 : 0.0	-1.1	4.1	6.4	3.3	5.0	-5.6
COc1ccc(C(=O)Nc2ccc3c(c2)OC[C@@H](C)NC[C@H](C)[C@H](OC)CN(C)C3=O)cc1
 : 1.2	-7.3	3.8	0.2[16.7 µM]	-3.8	1.3	8.2
CS(=O)(=O)c1ccc(NC(=O)CN2C(=O)C3CCCCC3C2=O)cc1 (stereo not drawn)
 : -7.3	-3.6	1.8	-2.7	0.2	-0.7	-3.1
CC1=C(CC(=O)NCC(=O)NCC(=O)O)c2cc(F)ccc2/C1=C/c1ccc(S(C)=O)cc1 (stereo not drawn)
 : 0.2	0.6	4.5	16.0	11.9	1.6	2.8
O=C(Nc1nc(-c2cccnc2)cs1)c1ccccc1F
 : 0.1	0.4	-1.3	.	0.8	-1.3	12.4
COC(=O)c1sccc1NC(=O)Nc1cccc(C)c1
 : -1.6	1.5	9.0	15.6	-1.1	-4.4	2.4
O=C1OCCN1C(=O)[C@H]1[C@H](c2ccc(Cl)cc2)C(c2ccc(F)cc2)=NN1c1ccccc1
 : -0.6	-1.2	-1.1	15.1	-0.5	.	-3.9
Cc1cccc(S(=O)(=O)N(C)C[C@H]2OCc3ccccc3-c3ccccc3C(=O)N([C@@H](C)CO)C[C@@H]2C)c1
 : -4.5	-4.4	-2.1	.	-0.1	0.1	10.2
CCN1CCN(C(=O)c2ccc3c(c2)N(Cc2ccc(F)cc2)C(=O)c2ccccc2S3=O)CC1 (stereo not drawn)
 : 2.7	1.0	0.2	-3.8	.	0.4	-0.5
COc1cc2ccccc2cc1C(=O)Nc1ccc(O)cc1
 : 0.5	1.5	0.8	3.3	0.9	-1.4	1.3
COC1CCN(Cc2c(C(=O)N3C[C@@H](C)O[C@@H](C)C3)nc3ccc(Cl)cn23)CC1
 : 2.2	-0.1	-2.3	.	4.5	-3.2	-0.7
O=C1C=C(c2ccc3ncccc3c2)C[C@@H](c2ccc3c(c2)OCO3)C1
 : 9.8*	-1.7	-0.7	.	.	.	10.4

Among those listed so far, these contain a CF3 group:
Results follow in this order: CFTR F508del cor	Casp6 inh	ERp5 inh	miR-122 sensor	SIRT5 block	ERAP1 HTS inh	DENV2 CPE rescue
O=C(Cn1ccc(C(F)(F)F)n1)N/N=C/c1ccc(N2CCOCC2)cc1
 : 0.6	-5.5	4.9	.	0.1	-5.8	?
O=C(C[C@@H]1C=C[C@@H](NC(=O)Nc2ccc(C(F)(F)F)cc2)[C@@H](CO)O1)NCc1cc(F)cc(F)c1
 : -0.2	1.2	-5.9	.	-0.9	-4.1	7.1
